HEK293 NOD2/NF-kB = NOD2 signaling inhibitors, cell-based, luminescence, uHTS, HEK293 (AID 1566) | HEK293 NOD2/NF-kB luciferase reporter, luminescence; higher % means a stronger effect | inhibition, % at 4 µM, or EC50 in µM where a hit was titrated | 0.63% of 290,000 active; note: many of its hits are not listed in these tables
GPR55 activation = GPR55 agonists via beta-arrestin recruitment, primary screen, imaging, U2OS cells, beta-arrestin-GFP redistribution (AID 1961). 0.048% of 290,000 active. G-protein coupled receptor 55 (Homo sapiens). U2OS GPR55 beta-arrestin-GFP redistribution imaging; higher % means a stronger effect. activation, % at 10 µM, or EC50 in µM where a hit was titrated;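 active = activation above 40% with more than 50 cells counted in the well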;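 note: U2OS osteosarcoma cells stably expressing GPR55 and beta-arrestin-GFP; plate controls were DMSO negative control for no effect and LPI positive control for full effect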
KOR beta-arrestin-1 = KOR agonists, beta-arrestin recruitment, primary screen, cell-based, luminescence, uHTS (AID 1777); 0.02% of 280,000 active; activation, % at 10 µM; hits with a dose series show EC50 in µM; KOR beta-arrestin recruitment, luminescence; higher % means a stronger effect; in the data active = activation above about 50%, passing the limit was not always enough; note: a part of the inactive calls stands beside numbers as strong as those of hits
TNAP activation fold = human TNAP enzyme activators, primary screen, biochemical, luminescent, no phosphate acceptor, uHTS (AID 1001); purified TNAP, luminescent activation assay, no phosphate acceptor; higher activation fold means a stronger effect; activation fold at 20 µM; hits with a dose series show EC50 in µM; 0.03% of 200,000 active; in the data active = activation fold from about 3, or a potency from the dose series; inactive = the rest, 99 in 100 with activation fold below about 1.6; note: many of its hits are not listed in these tables
KOR beta-arrestin-2 = KOR antagonists, beta-arrestin recruitment, cell-based, luminescence, uHTS (AID 1778); inhibition, % at 10 µM, or IC50 in µM where a hit was titrated; Kappa-type opioid receptor (Homo sapiens); 0.091% of 290,000 active; KOR beta-arrestin recruitment, luminescence, antagonist mode; higher % means a stronger effect; note: strong numbers were not always called active
Yfh1-off respiration = enhancers of respiration in Yfh1-depleted yeast, dose response, Friedreich's ataxia, plus single-dose screen (AID 1465); fold induction at 50 µM, or EC50 in µM where a hit was titrated; S. cerevisiae Yfh1-off respiration, WST-1 reduction, 72 h; higher fold induction means a stronger effect; 0.074% of 220,000 active;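 active = fold induction of absorbance versus untreated yeast above a set limit, then at least 30% activation at any dose in follow-up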;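 note: activators that raise dye reduction in frataxin-depleted yeast; strong numbers were not always called active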
NOD1 NF-kB reporter = NOD1 signaling inhibitors, primary screen, cell-based, luminescence, uHTS (AID 1578); NOD1-driven NF-kB luciferase reporter cells, luminescence; higher % means a stronger effect; one-dose inhibition, % at 4 µM; EC50 in µM for titrated hits; 1% of 290,000 active; in the data active = inhibition mostly above about 36%, no sharp cut-off; inactive = mostly below about 34%;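 note: HEK-293T reporter cells stimulated with the NOD1 agonist gamma-tri-DAP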
ER stress rescue = rescue of cells from ER stress-induced death, primary screen, 384-well, CSM14.1, thapsigargin, ATP luminescence (AID 1222). CSM14.1 thapsigargin-induced death rescue, ATP luminescence; higher % means a stronger effect. cellular ATP content (survival), % at 20 µM, or EC50 in µM where a hit was titrated. 190,000 tested, under 10 active;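 active = EC50 below 50 µM in the dose-response confirmation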;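 note: death triggered by thapsigargin at about 15 µM added after 2 h compound pretreatment; cell ATP read after overnight thapsigargin exposure of roughly 18 to 22 hours; normalized against plate controls of thapsigargin alone and 5% DMSO vehicle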
NTR1 agonist = agonists of NTR1, primary screen, imaging, U2OS cells, beta-arrestin-GFP, high content (AID 493036); activation, % at 20 µM; 0.17% of 330,000 active; NTR1-U2OS beta-arrestin-GFP spot imaging, agonist mode; Neurotensin receptor type 1 (Homo sapiens), P30989;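 active = activation at or above 40% of the spot to cytoplasm intensity ratio, with at least 20 cells analyzed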;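 note: 0% = DMSO without peptide and 100% = 100 nM NTR1 peptide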
Target sequence (P30989 whole entry, looked up): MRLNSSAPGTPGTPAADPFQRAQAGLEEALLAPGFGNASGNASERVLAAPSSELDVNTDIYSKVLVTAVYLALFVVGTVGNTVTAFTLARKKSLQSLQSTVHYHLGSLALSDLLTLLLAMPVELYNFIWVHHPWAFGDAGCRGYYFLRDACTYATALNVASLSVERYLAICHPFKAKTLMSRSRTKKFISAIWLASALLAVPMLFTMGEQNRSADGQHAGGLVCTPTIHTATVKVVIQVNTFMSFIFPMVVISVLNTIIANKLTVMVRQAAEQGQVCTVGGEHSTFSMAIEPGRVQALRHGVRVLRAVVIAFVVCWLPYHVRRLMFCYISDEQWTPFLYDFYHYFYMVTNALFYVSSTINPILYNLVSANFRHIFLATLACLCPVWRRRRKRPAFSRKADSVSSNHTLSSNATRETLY
NTR1 agonist cell count 20 µM = also measured in NTR1 agonist; calls as there; cell count; measured here: cell count, cytotoxicity flag
The depositor's hits bear a star; i = inactive; . = no result given; [ ] = another dose, or the depositor's remark. Cut-off read from the data, not from the text of the source, unless noted: active = inhibition above about 50%; inactive = the rest.

SMILES | HEK293 NOD2/NF-kB | GPR55 activation | KOR beta-arrestin-1 | TNAP activation fold | KOR beta-arrestin-2 | Yfh1-off respiration | NOD1 NF-kB reporter | ER stress rescue | NTR1 agonist | NTR1 agonist cell count 20 µM
COc1ccc(Nc2cc(C(=O)NCCCN3CCN(C)CC3)c3ccccc3n2)cc1 | 14% | 0.2% | 2.1% | 1 | -2% | i | -12% | -1.8% | 0.0 | 52
NS(=O)(=O)c1ccc(CCNC(=O)c2cccnc2)cc1 | 2% | 0.7% | -5.1% | 1.1 | -10% | i | -17% | -1.2% | -1.0 | 57
CCOC(=O)c1cnc(SC)nc1N | 0% | -0.1% | -5.3% | 0.7 | 0% | i | -31% | -0.3% | -1.9 | 79
COc1ccc(OC)c(-c2cc(C(=O)NCCCn3ccnc3)no2)c1 | 20% | -0.1% | -0.3% | 1.1 | -12% | i | -6% | 1.4% | -0.4 | 83
CSc1nsc(N/N=C/c2ccc3c(c2)OCO3)c1C#N | -106% | -0.1% | -2.2% | 1 | -13% | i | -47% | -1.5% | 4.2 | 34
COc1ccc(/C=N/NC(=O)c2ccc(Cl)cc2)cc1COC(C)=O | -8% | 2.3% | -1.5% | 1.1 | 4% | i | -14% | -1.0% | 2.8 | 70
Cc1cnc(C(=O)OCC(=O)c2csc(N3CCCCC3)n2)cn1 | -15% | 0.0% | 1.0% | 1.1 | 8% | i | -5% | -1.5% | -0.5 | 73
CCN1C(=O)/C(=C/N2CCc3ccccc32)SC1=S | -106% | 0.4% | 38% | 1 | -73% | i | -29% | -2.4% | 6.6 | 52
COc1cc(C(=O)Nc2cc(-c3cn4cccnc4n3)ccc2C)cc(OC)c1OC | -1% | 1.1% | -3.9% | 1.2 | -5% | i | -1% | . | 0.2 | 71
O=C(CN1CCOCC1)Nc1c(Cl)cc(Cl)cc1Cl | 0% | 0.2% | -0.6% | 1.1 | -15% | i | -22% | 2.3% | -0.3 | 56
CCOC(=O)C1(Cc2ccc(OC)cc2)CCN(C(=O)[C@@H]2CCCN2C(C)=O)CC1 | -6% | 0.0% | -2.7% | . | 17% | i | -11% | . | 0.3 | 65
O=C1CN2CCC1C/C2=C\c1ccnc2c(Cl)cccc12 (stereo not drawn) | 22% | -0.1% | -1.6% | . | 13% | i | 2% | . | 0.2 | 97
O=C(NC1CCN(S(=O)(=O)c2ccc(F)cc2)CC1)C1CCCCC1 | -7% | 0.0% | 1.3% | . | -3% | . | -19% | . | -0.4 | 43
CC1=C(C(=O)Nc2cc(C)ccn2)C(c2ccc(C)cc2)C2=C(CCCC2=O)N1 (stereo not drawn) | 17% | 0.2% | -4.2% | 1.2 | 15% | i | -28% | -0.2% | -1.4 | 80
CCOC(=O)C1C(C)=C(Nc2ccc(OC)cc2)C(=O)N1c1ccc(OC)cc1 (stereo not drawn) | 17% | 0.0% | 4.6% | 1 | 26% | i | -25% | -2.0% | -1.3 | 37

Part of the list above, showing only KOR beta-arrestin-1 and GPR55 activation.
Compound | KOR beta-arrestin-1 | GPR55 activation
CCOC(=O)c1cnc(SC)nc1N | -5.3% | -0.1%
COc1ccc(OC)c(-c2cc(C(=O)NCCCn3ccnc3)no2)c1 | -0.3% | -0.1%
CSc1nsc(N/N=C/c2ccc3c(c2)OCO3)c1C#N | -2.2% | -0.1%

Further entries
SMILES | HEK293 NOD2/NF-kB | GPR55 activation | KOR beta-arrestin-1 | TNAP activation fold | KOR beta-arrestin-2 | Yfh1-off respiration | NOD1 NF-kB reporter | ER stress rescue | NTR1 agonist | NTR1 agonist cell count 20 µM
Cc1ccc(C(=O)C[n+]2cccc(C(N)=O)c2)cc1 | 14% | 0.3% | 0.7% | . | 15% | i | -5% | . | 0.8 | 56
COC(=O)[C@H](Cc1ccccc1)NC(=O)N1CCN(Cc2ccccc2)CC1 | 10% | -0.1% | 6.1% | 1.1 | -29% | i | 8% | -4.6% | -0.5 | 69
CC(C)(C)NC(=O)CN(CCN1CCOCC1)C(=O)CNS(=O)(=O)c1ccccc1 | 1% | 0.1% | -4.1% | . | -19% | . | -31% | . | -0.8 | 69
COCCn1cnc2cc(C)c(C)cc21 | 1% | -0.2% | 1.0% | 1 | 8% | . | -6% | -0.3% | -1.3 | 46
CCCCn1c(Cc2ccccc2)n[nH]c1=S | 10% | 0.1% | -3.4% | 0.7 | 22% | i | 38% | -3.5% | 2.7 | 41
COc1ccccc1Cn1c(/C=C/c2ccccc2)nc2ccccc21 | -37% | 0.2% | 4.2% | 1 | 10% | i | 17% | -11% | 12 | 60
O=C(NNC(=O)C1C2CCC(C2)C1C(=O)O)c1ccc(Br)o1 (stereo not drawn) | 0% | -0.2% | -0.4% | 1.2 | . | i | -25% | -1.1% | -0.5 | 69
O=C(CCCn1c(=S)[nH]c2ccccc2c1=O)NCCSCc1ccccc1 | 7% | 0.1% | 34% | 1 | -7% | i | 2% | -0.4% | 3.4 | 51
CCCCOC(=O)Nc1ccc(C(=O)OCCC)cc1 | -4% | -0.2% | 4.3% | 1.1 | 1% | i | -37% | 2.4% | 4.4 | 68
N#C/C(=C(/O)CCCl)c1ccccn1 | -7% | -0.1% | 2.9% | 1 | 6% | i | -22% | -1.1% | 1.5 | 83
COc1cc(C(=O)/C=C/Nc2ccc(NC(C)=O)cc2)cc(OC)c1OC | 14% | 0.1% | -0.3% | 1 | -21% | i | 38% | -0.8% | -0.4 | 43
CC1=NCCN1S(=O)(=O)c1cc(Cl)ccc1Cl | 1% | -0.1% | 2.0% | 1 | -11% | i | 0% | -4.4% | -1.9 | 64
CCN(CC)CCCN(Cc1cc2cc3c(cc2[nH]c1=O)OCO3)C(=S)NCCCN(C)C | 10% | -0.1% | -4.4% | . | -25%[20 µM] | . | -12% | . | -0.6 | 55
Cc1ccccc1NC(=O)c1cc2ccccn2n1 | -90% | -0.3% | 8.5% | . | -16% | i | -10% | . | -0.2 | 58
O=C(Nc1cccc2ccccc12)N1CCOCC1 | 6% | 0.0% | -5.4% | 1.2 | 20% | i | 8% | -0.2% | 3.9 | 77
CCC1CCCCN1Cc1nc2c(c(=O)n(C)c(=O)n2C)n1CC(C)C (stereo not drawn) | 5% | 0.2% | -1.9% | 1.1 | 32% | i | 14% | -2.4% | -0.9 | 66
CCc1c(O)nc(SC2CC(=O)N(c3ccccc3)C2=O)[nH]c1=O (stereo not drawn) | 14% | -0.1% | 1.3% | 1.1 | 2% | i | 13% | 5.4% | -1.4 | 41
CC(=Nc1ccc(Br)cc1)c1sc2ccccc2c1O | -158% | -0.1% | 2.7% | . | 18% | i | -2% | . | 1.4 | 58
COc1cc(NC(=O)Nc2cccc([N+](=O)[O-])c2)cc(OC)c1 | -6% | 0.0% | -2.7% | 1.1 | 4% | i | -18% | -0.7% | 5.4 | 43
COc1cc(C(C)=O)ccc1OC(=O)C(C)N1C(=O)c2ccccc2C1=O (stereo not drawn) | 2% | -0.2% | 2.8% | 1.1 | 43% | i | -21% | -3.2% | -0.4 | 53
CCC(=O)N(CCc1ccccc1)Cc1cc2cc3c(cc2[nH]c1=O)OCO3 | 11% | 0.0% | 8.3% | 1.1 | -11% | i | 15% | -1.3% | 2.2 | 57
COc1cc(/C=N/NC(=O)c2ccc3c(c2)OCCO3)cc(Cl)c1O | -5% | -0.1% | 4.4% | . | -31% | . | -8% | . | -0.4 | 63
ClC(=C\c1ccccc1)/C=N/N1CCN(c2ccccn2)CC1 | -58% | 0.1% | 0.1% | 1 | 30% | i | -5% | -2.2% | 0.3 | 44
CCN1CCN(Cc2ccc(NC(=O)c3ccc(C)c(NC(=O)c4ccc5n[nH]nc5c4)c3)cc2C(F)(F)F)CC1 | 20% | 0.6% | -0.9% | . | 16% | i | -1% | . | 0.1 | 60
CCOC(=O)NC(=O)CSc1nc2ccc(C)cc2[nH]1 | 15% | 0.4% | 0.3% | 0.9 | 10% | i | -29% | -0.6% | 1.0 | 52
Fc1cccc(Cl)c1/C=C/c1cnc2ccccc2n1 | -121% | -0.1% | -5.4% | . | 17% | . | 14% | . | 0.5 | 42
CCOc1ccc2[nH]c(=O)c(CN(CC3CCCN3CC)C(=O)NCc3ccccc3)cc2c1 (stereo not drawn) | 14% | -0.1% | -3.9% | 1 | 18% | i | 4% | 1.4% | 0.9 | 44
Cc1ccc(SCC2CNc3nc4ccccc4c(=O)n32)c(C)c1 (stereo not drawn) | 10% | -0.1% | 2.7% | 1 | 15% | i | 1% | -2.9% | 1.0 | 50
Fc1ccc(C(c2nnnn2CCc2ccccc2)N2CCCc3ccccc32)cc1 (stereo not drawn) | -12% | -0.2% | 12% | 1.1 | -11% | i | -24% | 4.2% | 6.1 | 72
CS(=O)(=O)N(Cc1ccc(F)cc1)Cc1nc2ccccc2c(=O)[nH]1 | 10% | -0.1% | -5.5% | 1.1 | -1% | i | 2% | -0.4% | -3.8 | 91
Cc1nc2cc(-c3ccccc3)nn2c(C)c1CCC(=O)NCc1ccco1 | -21% | -0.2% | -5.4% | 1.1 | 35% | i | -6% | -0.5% | -2.4 | 57
COc1ccccc1N(CC(=O)N1CCCCCC1)S(=O)(=O)c1ccc(C)cc1 | 22% | 0.3% | -5.2% | . | -10% | . | 17% | . | -3.1 | 42
CCn1c2ccccc2c2cc(/C=N/NC(=O)c3cc(O)cc(O)c3)ccc21 | -3% | 0.6% | 4.4% | 1.1 | -49% | i | 59%* | -4.7% | 11 | 55
O=C(CSc1nc2[nH]ncc2c(=O)n1-c1ccccc1Cl)N1CCCC1 | 2% | 0.5% | 2.2% | 1.1 | 2% | i | -18% | -3.7% | 2.0 | 48
Cc1nn(C)c(C(=O)Sc2cccc(Cl)c2)c1[N+](=O)[O-] | -10% | -0.2% | 13% | . | -6% | i | -2% | . | 3.7 | 42
N#Cc1ccccc1CSc1nc(N2CCCCC2)nc(N2CCCCC2)n1 | -1% | -0.1% | -4.1% | 1.1 | -47% | i | 16% | . | -0.2 | 51
Cc1ccc(OCC(=O)N2CCCCCCC2)cc1C | -3% | -0.4% | 3.1% | . | -34%[20 µM] | . | -36% | . | 0.3 | 79
COc1ccc(/C=N/N=C(\N)c2nonc2N)cc1OC | -44% | -1.0% | -4.3% | 1 | 10% | i | -40% | -1.3% | -0.5 | 36
O=C(CCNC(=O)c1ccccc1Cl)Nc1nc(-c2ccc(F)cc2)cs1 | 13% | 0.5% | -0.7% | 1.1 | -42% | i | 3% | 0.2% | -0.8 | 53
CCOc1cc(/C=N/N2CCOCC2)ccc1OCc1ccc(C(=O)OC)o1 | 8% | 0.5% | -1.2% | 1.1 | -13% | i | -27% | . | 0.4 | 65

A portion of the library; count on the stated rates, not on these rows.
